FadD28 binding – M. tuberculosis FadD28 bisubstrate binding inhibition. FadD28 bisubstrate probe binding, fluorescence polarization. AID 588549. inhibition, % at 12.5 µM. 360,000 tested, 0.22% active; in the data active means inhibition above about 8.5%, passing the limit was not always enough; inconclusive means no clear call, values can overlap the other calls
Anthrax LF inh2 – inhibitors of Bacillus anthracis lethal factor protease | multiplex microsphere protease cleavage assay, LF | 360,000 tested, 0.12% active | inhibition, % at 10 µM | AID 588501 | P15917; further: plate controls were buffer without enzyme for full effect and enzyme alone for no effect
CCHFV vOTU inh – blocks the CCHF virus ovarian tumor domain protease | CCHFV vOTU protease, Pep-AMC fluorescence | inhibition, % at 11.5 µM | 370,000 tested, 0.55% active | AID 651958; in the data active means inhibition above about 30%; further: 0% = vehicle wells with enzyme and 100% = no enzyme wells
PfHsp40 rescue – compounds rescuing yeast from Plasmodium falciparum HSP40 toxicity | S. cerevisiae expressing PfHsp40, growth rescue, ATP luminescence | growth rescue, % at 12.5 µM | 340,000 tested, 0.68% active | AID 504582; in the data active means growth rescue above about 28%, passing the limit was not always enough; inconclusive means no clear call, values can overlap the other calls;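 further: yeast W303a lacking pdr1 and pdr3 grown in galactose medium; growth measured after three days at 30 °C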
PrPC TRFRET – cell surface PrPC inhibition, primary TR-FRET screen; P04156; inhibition, % at 13.8 µM; 370,000 tested, 0.43% active; AID 720596; TR-FRET read-out; in the data active means inhibition above about 24%; further: 0% = median of the test wells and 100% = reference compound wells
BoNT-F LC inh – BoNT F light chain protease inhibition. Multiplex microsphere protease cleavage assay, flow cytometry. inhibition, % at 10 µM. 360,000 tested, 0.22% active. AID 588497; in the data active means inhibition above about 35%, passing the limit was not always enough; inconclusive means no clear call, values can overlap the other calls; further: plate controls were buffer without enzyme for full effect and enzyme alone for no effect
Yp Topo-I inh – blocks Yersinia pestis topoisomerase I activity | 360,000 tested, 0.064% active | Y. pestis Topo-I cleavage product accumulation, plate reader | activity, % at 10 µM; in the data active means activity above about 50%, passing the limit was not always enough; inconclusive means no clear call, values can overlap the other calls; further: inactives centre near 2
TcdB inh – blocks C. difficile toxin B glycohydrolase activity. 350,000 tested, 0.24% active. TcdB glycohydrolase enzymatic assay, plate reader. P18177. AID 652162. inhibition, % at 9.99 µM; in the data active means inhibition above about 10%
Target sequence (P18177 whole entry, looked up): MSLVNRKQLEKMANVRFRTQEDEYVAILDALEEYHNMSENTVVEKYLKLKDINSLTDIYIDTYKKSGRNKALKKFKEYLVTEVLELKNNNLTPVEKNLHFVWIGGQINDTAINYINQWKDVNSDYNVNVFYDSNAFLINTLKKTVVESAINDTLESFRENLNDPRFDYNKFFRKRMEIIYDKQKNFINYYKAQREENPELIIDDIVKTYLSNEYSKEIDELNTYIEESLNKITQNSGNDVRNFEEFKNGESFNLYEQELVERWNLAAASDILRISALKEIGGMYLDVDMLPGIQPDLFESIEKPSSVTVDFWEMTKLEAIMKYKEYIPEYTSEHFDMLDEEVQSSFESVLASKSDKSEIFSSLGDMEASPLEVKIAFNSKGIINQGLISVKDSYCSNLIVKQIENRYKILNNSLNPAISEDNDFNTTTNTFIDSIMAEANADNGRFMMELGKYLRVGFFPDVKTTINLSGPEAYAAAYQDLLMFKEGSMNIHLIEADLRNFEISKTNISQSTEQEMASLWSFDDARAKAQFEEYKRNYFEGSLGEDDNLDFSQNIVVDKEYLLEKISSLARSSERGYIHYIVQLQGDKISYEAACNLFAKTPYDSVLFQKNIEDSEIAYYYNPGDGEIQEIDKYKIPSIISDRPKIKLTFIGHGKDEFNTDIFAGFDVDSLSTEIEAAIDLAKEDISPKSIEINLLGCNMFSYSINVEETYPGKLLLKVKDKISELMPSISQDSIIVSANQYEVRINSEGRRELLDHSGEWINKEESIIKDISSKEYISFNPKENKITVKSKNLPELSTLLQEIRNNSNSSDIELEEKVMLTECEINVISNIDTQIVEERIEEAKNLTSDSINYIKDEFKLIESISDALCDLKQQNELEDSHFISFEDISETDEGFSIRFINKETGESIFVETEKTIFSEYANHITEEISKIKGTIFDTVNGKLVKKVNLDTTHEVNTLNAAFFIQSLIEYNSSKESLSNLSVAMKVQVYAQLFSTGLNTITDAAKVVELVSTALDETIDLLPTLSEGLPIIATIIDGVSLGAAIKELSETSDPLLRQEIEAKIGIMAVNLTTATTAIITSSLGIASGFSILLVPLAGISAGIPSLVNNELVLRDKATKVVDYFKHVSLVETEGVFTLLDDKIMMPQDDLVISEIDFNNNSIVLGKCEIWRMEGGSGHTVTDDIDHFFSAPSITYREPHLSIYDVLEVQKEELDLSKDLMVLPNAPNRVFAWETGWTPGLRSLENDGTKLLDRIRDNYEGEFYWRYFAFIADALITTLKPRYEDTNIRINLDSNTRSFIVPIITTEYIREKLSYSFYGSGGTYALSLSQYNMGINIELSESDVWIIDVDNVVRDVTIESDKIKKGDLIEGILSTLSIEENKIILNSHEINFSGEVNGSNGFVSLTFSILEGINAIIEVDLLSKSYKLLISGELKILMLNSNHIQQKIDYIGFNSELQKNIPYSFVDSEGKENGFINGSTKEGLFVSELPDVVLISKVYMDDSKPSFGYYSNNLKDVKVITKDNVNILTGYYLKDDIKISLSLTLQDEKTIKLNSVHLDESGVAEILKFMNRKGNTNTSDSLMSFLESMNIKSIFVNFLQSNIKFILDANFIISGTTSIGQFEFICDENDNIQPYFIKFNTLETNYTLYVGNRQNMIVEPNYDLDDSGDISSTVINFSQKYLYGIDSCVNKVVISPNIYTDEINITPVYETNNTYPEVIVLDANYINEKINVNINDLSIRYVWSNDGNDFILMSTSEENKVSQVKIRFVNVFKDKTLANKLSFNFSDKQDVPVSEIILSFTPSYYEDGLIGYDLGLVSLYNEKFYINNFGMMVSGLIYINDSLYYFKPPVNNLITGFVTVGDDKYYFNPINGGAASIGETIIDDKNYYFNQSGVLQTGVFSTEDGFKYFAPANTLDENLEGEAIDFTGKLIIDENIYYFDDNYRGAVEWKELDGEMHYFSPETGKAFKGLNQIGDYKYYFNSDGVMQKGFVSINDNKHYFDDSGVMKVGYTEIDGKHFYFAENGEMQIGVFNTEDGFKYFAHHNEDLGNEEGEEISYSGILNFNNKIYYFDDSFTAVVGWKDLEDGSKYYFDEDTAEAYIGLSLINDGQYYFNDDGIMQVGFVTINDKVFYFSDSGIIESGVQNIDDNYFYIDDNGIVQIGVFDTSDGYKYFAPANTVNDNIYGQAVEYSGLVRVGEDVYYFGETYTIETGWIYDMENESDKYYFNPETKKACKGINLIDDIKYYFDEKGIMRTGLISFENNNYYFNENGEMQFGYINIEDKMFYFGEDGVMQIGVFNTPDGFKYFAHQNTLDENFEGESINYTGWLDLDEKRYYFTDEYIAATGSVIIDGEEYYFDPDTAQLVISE
BoNT A protease – BoNT A light chain protease inhibition; multiplex microsphere protease substrate cleavage, flow cytometry; inhibition, % at 10 µM; 360,000 tested, 0.17% active; further: plate controls were buffer without enzyme for full effect and enzyme alone for no effect
* marks the source's active call; other numbers are inactive results; ? = inconclusive; nt = not tested or not shown; & = joins results of further samples. Unless noted, no stated cut-off is given here; in the data, active means inhibition above about 30%; inconclusive means no clear call, values can overlap the other calls; inactive means below that.

Molecule,PrPC TRFRET,FadD28 binding,CCHFV vOTU inh,Yp Topo-I inh,Anthrax LF inh2,TcdB inh,BoNT A protease,BoNT-F LC inh,PfHsp40 rescue
COc1ccc(C(=O)N2CCN(c3nc(C4CC4)nc4sc(C)c(C)c34)CC2)cc1,-1,-1.6,4,3,12,0.7,-1.0,-3,-0.6
O=C1OCc2ccc(NC(=O)c3sccc3Cl)cc21,-1,-4.5,7,-3,1,1.0,-0.4,?,0.2
Cc1ccc(NC(=S)N2CCCC(c3nc4ccccc4[nH]3)C2)cc1 (stereo not given),-4,-5.2,6,-2,3,1.3,-0.3,-4,-1.6
O=[N+]([O-])c1ccc(Sc2cc[n+]([O-])c3ccccc23)c([N+](=O)[O-])c1,-8,-2.0,4,-12,0,0.8,-0.7,4,0.5
O=C(C1CC1)N(Cc1nc2ccccc2c(=O)[nH]1)Cc1cccs1,4,1.0,-9,3,-3,1.2,-0.2,-4,-1.6
CCOc1ccccc1NC(=S)N1CCN(c2nc(-c3ccc(F)cc3)cs2)CC1,-6,-3.1,-6,5,-8,-0.6,-0.5,-7,2.6
Cc1c(CCC(=O)N[C@@H](CC(C)C)C(=O)O)c(=O)oc2c(C)c3oc4c(c3cc12)CCCC4,1,-3.7,1,24,5,0.2,0.7,16,0.4
COc1ccc(-n2ncc3c(N4CCCc5ccccc54)ncnc32)cc1,nt,-1.7,nt,6,-2,2.0,-0.1,-2,0.9
CCn1c(NCc2ccccn2)nc2c1c(=O)n(C)c(=O)n2C,4,-2.0,-3,2,1,nt,-0.8,-1,0.6
CCOC(=O)CC(NC(=O)C(Cc1ccc(N(CCCl)CCCl)cc1)NC(C)=O)C(=O)OCC (stereo not given),6,0.5,0,15,0,0.2,-1.0,-3,-0.1
NC(=O)C1CCCN(C(=O)c2ccc(S(=O)(=O)N3CCCCCC3)cc2)C1 (stereo not given),5,-2.5,1,-2,2,-0.4,0.9,3,-0.2
Fc1ccc(-n2cnnn2)c(F)c1,-6,-1.9,2,-1,2,1.0,-0.5,-9,0.2
CN(CC(=O)Nc1ccc(Cl)cc1F)C1=NS(=O)(=O)c2ccccc21,-3,-2.0,-1,-1,-6,0.0,-0.6,0,0.0
O=C(COc1ccc(Cl)cc1)N1N=C(c2cccs2)CC1c1ccco1 (stereo not given),8,0.0,13,15,-3,-6.6,3.9,-11,1.3
Cn1c(=O)cc(OCC(=O)N2CCN(Cc3ccc4c(c3)OCO4)CC2)c2ccccc21,-3,-2.9,10,21,-4,nt,0.6,3,-0.2
CCN(CC)C(=O)CSc1nnc(CCCCCNC(=O)OC(C)(C)C)o1,-3,-2.7,-3,8,-2,nt,2.7,5,-0.8
Cc1cc(C(=O)Nc2c(C)n(C)n(-c3ccccc3)c2=O)c2ccccc2n1,3,-2.8,1,0,5,nt,-0.3,15,-0.1
C#Cc1ccc([C@H]2C=C(C(=O)NCc3nc4ccccc4[nH]3)O[C@@H](OCc3ccc(CO)cc3)C2)cc1,-1,-11,9,1,-6,nt,-0.6,-2,0.7
CC1CCN(C(=O)C(C)Cl)CC1 (stereo not given),-4,-3.7,-10,-4,1,2.8,0.2,0,-0.3
Cc1nc2nc3c(c(=O)n2[nH]1)CCCC3,7,-2.8,7,-7,-5,nt,0.3,0,2.0
CCOc1cc(/C=C2/C(=O)ON=C2C)cc(Br)c1O,0,-0.5,4,-1,-3,-1.6,0.0,-4,-0.2
CN(C)CCn1c(C(=O)Nc2ccccc2)cc2ccccc21,-10,-0.1,7,-1,-2,nt,-0.9,2,-0.1
Cc1csc(NC(=O)C2CCN(S(=O)(=O)c3cccs3)CC2)n1,7,-1.5,0,4,-3,0.3,-0.6,-14,0.5
Cc1ccc2sc(N(CCN(C)C)C(=O)/C=C/c3cccs3)nc2c1C,-4,-0.7,14,5,-4,0.9,-0.5,-1,1.6
CC1NC(=O)c2cc3ccccc3cc2-n2c1nc1ccccc1c2=O (stereo not given),-1,-3.7,-1,3,-5,0.9,0.0,2,nt

The listing continues.
Molecule,PrPC TRFRET,FadD28 binding,CCHFV vOTU inh,Yp Topo-I inh,Anthrax LF inh2,TcdB inh,BoNT A protease,BoNT-F LC inh,PfHsp40 rescue
CCc1nnc(NC(=O)C2Cc3ccccc3C(=O)O2)s1 (stereo not given),-10,1.0,1,7,-1,7.3,-0.5,1,1.2
CC(=O)OCC(=O)Nc1ccc(Br)c(C)c1,13,-1.4,-3,11,-1,0.3,0.4,-4,0.3
CCC12CN3CC(CC)(CN(C1)C3c1c(O)ccc3ccccc13)C2=O (stereo not given),3,-1.3,-1,1,-3,nt,-0.4,-9,2.8
O=C(NCCCN1CCOCC1)/C(=C/c1cccs1)NC(=O)c1ccccc1,-10,1.0,-2,-3,1,-0.4,-1.9,0,-1.1
O=C1SCC(c2ccccc2)=NN1Cc1ccccc1,15,-3.9,-1,2,0,nt,-0.6,-4,-0.1
CCc1ccc(NC(=S)N(CCCN2CCOCC2)Cc2ccccn2)cc1,-8,-1.7,-8,5,-2,nt,0.5,-3,-1.2
Cc1ncc(CN2CCC(CO)(Cc3ccccc3)CC2)s1,-6,-1.2,-7,-3,-1,1.0,-1.0,0,1.7
CCn1c(CCC(=O)O)nc2cc(S(=O)(=O)N3CCOCC3)ccc21,5,-1.9,1,4,-1,0.0,-0.4,1,-1.0
CC1(Oc2ccccc2-c2ccno2)CCN(Cc2ccc(-c3ccccc3)o2)C1 (stereo not given),-4,-2.2,10,24,-1,1.2,-0.5,-12,nt
Cc1cnc(C(=O)OCC(=O)Nc2c(Cl)cc(Cl)cc2Cl)cn1,3,-2.1,0,0,1,0.4,-0.5,-7,63*
CCOC(=O)c1cnc(N2CCOCC2)[nH]c1=O,-3,1.0,-6,-4,-2,nt,-0.3,1,0.6
O=C(Oc1ccc(-c2nnco2)cc1)N(c1ccccc1)c1ccccc1,-1,-2.6,2,2,6,nt,-0.9,-10,-0.5
Cc1cc(-c2ccccc2)nc(SCc2ccc(C(=O)O)cc2)n1,-5,-9.6,7,1,-2,-2.9,-3.2,?,-0.3
O=C(CSc1nc2ccc(Cl)cc2[nH]1)c1ccc2c(c1)OCO2,1,-1.6,-2,-2,-3,nt,-0.1,-2,-0.9
COc1cccc(-c2cnc(C(O)c3ccc(SC)cc3)[nH]2)c1 (stereo not given),8,-0.6,1,5,-1,0.5,-0.4,-9,nt
Oc1ccc(C=Nc2ccccc2-c2nc3ccccc3[nH]2)c(O)c1,10,-1.7,-251,-9,-4,-1.6,-0.2,-8,-2.3
CC(=O)Nc1cccc(C(=O)OCCCOc2ccc(F)cc2)c1,0,-0.5,-6,8,-1,1.3,-1.3,-8,2.1
c1ccc(CNC23CC4CC(CC(C4)C2)C3)nc1,1,0.3,-1,3,5,0.1,1.0,-2,0.3
Cc1nnc(SCC(=O)NCCN2C(=O)CSC2=O)n1-c1ccccc1,10,0.1,-6,12,-7,0.3,-0.3,-3,-0.5
CN(C)CCC(C(=O)c1ccccc1)c1ccccn1 (stereo not given),nt,nt,nt,5,-4,nt,-0.3,-9,1.5
Cc1ccc(-n2c(SCC(=O)N/N=C/c3c(C)nn(-c4ccccc4)c3C)nc3ccccc3c2=O)cc1,6,-1.4,3,-7,0,0.2,-0.8,-1,-0.6
O=[N+]([O-])c1cc([N+](=O)[O-])c(Oc2c(F)ccc(F)c2F)cc1NN1CCCCC1,-1,-2.4,0,-2,-15,0.9,-0.7,-8,2.4
CC(C)C(=O)NC(c1ccccc1)c1cc([N+](=O)[O-])c2cccnc2c1O (stereo not given),0,-4.4,17,-10,1,0.7,-0.4,-10,1.8
CCOC(=O)c1c(NC(=O)CN2C(=O)NC(C)(c3ccccc3)C2=O)sc(C)c1C (stereo not given),8,-1.7,-1,6,-8,0.5,0.5,-6,0.7
CCOC(=O)c1cccc(NC(=O)/C=C/c2ccc3c(c2)OCO3)c1,18,-8.5,-3,1,-1,nt,-0.9,-2,13

One compound at a time, as listed above.
CCOC(=O)c1cnc(N2CCOCC2)[nH]c1=O as listed: PrPC TRFRET = -3; FadD28 binding = 1.0; CCHFV vOTU inh = -6; Yp Topo-I inh = -4; Anthrax LF inh2 = -2; TcdB inh = nt; BoNT A protease = -0.3; BoNT-F LC inh = 1; PfHsp40 rescue = 0.6
Cc1cc(-c2ccccc2)nc(SCc2ccc(C(=O)O)cc2)n1 as listed: PrPC TRFRET = -5; FadD28 binding = -9.6; CCHFV vOTU inh = 7; Yp Topo-I inh = 1; Anthrax LF inh2 = -2; TcdB inh = -2.9; BoNT A protease = -3.2; BoNT-F LC inh = ?; PfHsp40 rescue = -0.3

The list continues:
Molecule,PrPC TRFRET,FadD28 binding,CCHFV vOTU inh,Yp Topo-I inh,Anthrax LF inh2,TcdB inh,BoNT A protease,BoNT-F LC inh,PfHsp40 rescue
CC(C)n1c(C(=O)OCC(=O)NCc2ccc3c(c2)OCO3)cc2sccc21,-5,-0.4,3,-4,0,0.3,-0.4,3,1.7
COC(=O)c1cccc(Nc2c3c(nc4ccccc24)CCC3)c1,29*,nt,3,-1,-9,1.0,-2.1,?,-0.6
CCN1/C(=C/C(C)=C/c2sc3ccccc3[n+]2CC)Sc2ccccc21,13&-2,-33,17&0,-50,-43&-171,6.4&4.3,18&29,-116&-139,0.8
O=S(=O)(NC1CC1)c1ccc(S(=O)(=O)N2CCc3ccccc32)cc1,6,0.5,-7,12,-10,1.5,0.9,2,2.6
CC(C)(C)C(=O)O/N=C(\N)c1c(Cl)cccc1Cl,-7,-0.5,5,3,-12,1.1,?,?,0.1
O=C(N[C@@H](Cc1ccccc1)C(=O)NC1CC1)c1ccc(Cl)cc1,2,-1.5,0,4,5,-5.0,-3.2,-20,0.0
COc1ccc(-c2ccc3c(c2)[C@@H]2C[C@H](N(C)S(=O)(=O)c4ccccc4)[C@H]([C@H](C)O)C(=O)N2CC3)cc1,-3,-1.6,2,28,-4,0.4,0.0,-11,0.5
Cc1cccc(OCC(O)CN2CCN(CCN3C(=O)c4cccc5cccc(c45)C3=O)CC2)c1C (stereo not given),-8,-2.5,5,-2,-3,0.6,0.6,9,-0.3
NC(N)=N/N=C/c1ccc(Br)cc1,4,-0.5,-3,-11,3,-0.6,0.1,-2,-0.7
O=C(c1ccc(Cl)c(S(=O)(=O)N2CCCCCC2)c1)N1CCN(c2ccc(O)cc2)CC1,17,-4.0,5,13,-5,0.3,0.4,-9,1.3
N#Cc1c(/N=C/C2C(=O)NC(=S)NC2=O)sc2c1CCCC2,-5,-1.0,5,-11,-2,-1.4,-1.2,-4,-0.2
COC(=O)c1ccc(N)c(N=CC2=C(O)CC(C)(C)CC2=O)c1,-1,-1.4,1,-1,1,-1.0,2.0,-20,-0.9
O=C(c1ccccc1Cl)c1c(O)c2ccccc2oc1=O,-4,-2.8,8,-5,16,0.4,0.3,?,-1.2
CC1CN(Cc2ccccc2)C(=S)NC1=O (stereo not given),2,-1.9,7,-5,0,0.8,-0.1,0,-1.3
Cc1c(C(=O)O)sc2nc(SCC(=O)Nc3ccc(S(=O)(=O)NC(C)(C)C)cc3)[nH]c(=O)c12,-1,0.1,-2,12,-3,-2.0,-0.1,0,0.8
COc1ccc(NC2CC(=O)N(c3cccc([N+](=O)[O-])c3)C2=O)cc1 (stereo not given),2,-1.2,6,2,-3,-1.1,-0.2,-2,0.0
CC(C)c1ccc(/C=C/C(=O)NCCCN2CCOCC2)cc1,-1,0.3,-2,4,14,1.3,-0.8,-3,-0.6
O=C1NC(=O)N(c2ccccc2)C(=O)/C1=C\c1ccccc1[N+](=O)[O-],-10,-3.4,-3,6,-3,-0.4,-0.2,-7,-0.6
O=C(NCc1ccccc1Cl)c1ccc(Cn2cc(C(F)(F)F)ccc2=O)cc1,-2,-0.5,-9,7,-1,nt,-2.9,-6,-1.2
CC(=O)OC(C(=O)n1nc(C)cc1C)c1ccccc1 (stereo not given),-3,0.6,6,9,-2,nt,1.8,3,-0.8
O=C(NC(=O)c1ccccc1Cl)Nc1ccc(-c2cnco2)cc1,3,-2.5,3,3,-8,2.2,?,?,-1.2
